Assay outcomes deposited in PubChem by several laboratories.
CRFR2-BP antag: antagonists of CRF-BP/CRF-R2 complex, primary screen, cell-based, HEK293, calcium dye fluorescence, uHTS; actives 0.59% (n = 350,000); inhibition, % at 11.8 µM; AID 588475, 2011; CRF-induced calcium fluorescence;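 active = inhibition of the ligand-induced calcium signal above about 50% at the single tested concentration, limit read from the data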
VIM-2 inh: VIM-2 metallo-beta-lactamase inhibitors, primary screen, biochemical, epi-absorbance readout, Pseudomonas aeruginosa enzyme; AID 1527, 2009; actives 0.89% (n = 290,000); purified VIM-2, nitrocefin hydrolysis, epi-absorbance fluorescence; inhibition, % at 5.6 µM;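 active = inhibition above the mean of all tested compounds plus 3 SD, cutoff set per screening run, cut at about 7.5% in these data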;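 also: red hydrolysis product quenches plate fluorescence so inhibitors raise well fluorescence; 0% = enzyme with DMSO and 100% = DMSO without enzyme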
GalR3 antagonist: GalR3 antagonists in HEK293 cells, primary screen, cell-based, fluorescence readout. Galanin receptor type 3 (Homo sapiens), O60755. AID 651719, 2012. inhibition, % at 3 µM. actives 0.44% (n = 360,000). HEK293 GalR3-CNG cAMP membrane potential fluorescence; galR3 body fused to GalR1 C-terminus;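 active = inhibition above the screen-wide average plus 3 SD, cut at about 13% in these data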;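 also: forskolin and galanin both at EC90 stimulate the cells; cAMP rise reported by CNG channel membrane potential dye signal; 0% = forskolin plus galanin with DMSO and 100% = forskolin alone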
Target sequence (O60755 1-299 limits assumed): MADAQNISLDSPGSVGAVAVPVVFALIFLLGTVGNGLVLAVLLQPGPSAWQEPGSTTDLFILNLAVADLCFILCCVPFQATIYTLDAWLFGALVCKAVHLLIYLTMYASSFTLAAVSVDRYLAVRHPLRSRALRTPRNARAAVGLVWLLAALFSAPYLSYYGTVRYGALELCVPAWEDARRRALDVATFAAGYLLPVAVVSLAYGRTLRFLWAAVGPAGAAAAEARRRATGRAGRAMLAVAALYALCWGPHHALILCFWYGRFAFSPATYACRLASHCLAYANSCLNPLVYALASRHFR
p-CIP stab down: p/CIP-EGFP fusion destabilizers, primary screen, fluorescence, F442A cells; Q05BA5; 16 h; decrease of EGFP signal, % at 10 µM; actives 0.01% (n = 290,000);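 active = EGFP signal decrease of at least 30% at 10 µM or well 3 SD below plate mean, unless failing retest; inactive = the rest, including hits failing retest or dose response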; also: some compounds called inactive have numbers as strong as hits; many of its hits are not listed in these tables
IMP-1 inh: IMP-1 metallo-beta-lactamase inhibitors, primary screen, biochemical, epi-absorbance readout, Pseudomonas aeruginosa enzyme; purified IMP-1, nitrocefin hydrolysis, epi-absorbance fluorescence; inhibition, % at 5.6 µM; actives 0.45% (n = 290,000); AID 1556, 2009;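 active = inhibition above the mean plus 3 SD of all compounds in the same screening run, cut at about 4.5% in these data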;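 also: 0% = IMP-1 with DMSO and 100% = DMSO wells lacking enzyme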
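System: purified IMP-1; amount: IMP-1 0.2 nM before substrate addition; compound: single dose, 5.6 µM; times: 25 °C, 15 min preincubation, 25 min reaction; signal: Epi-absorbance via hydrolysed-nitrocefin quenching of white-plate fluorescence, 480/530 nm, EDTA stop; benchmarks: DMSO with and without IMP-1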
IDE act: human IDE activators in live cells, primary screen, fluorescence polarization, HEK cells, FAbeta-B substrate; AID 493087, 2011; FAbeta-B cleavage; 0% vehicle, 100% cell-free pure enzyme wells; actives 0.073% (n = 340,000); Insulin-degrading enzyme (Homo sapiens), P14735; activation, % at 5.96 µM;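 active = activation above the mean of all tested compounds plus 3 SD, set per screening campaign, cut at about 17% in these data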
IDE cell inh: human IDE inhibitors in live cells, primary screen, fluorescence polarization, HEK cells, FAbetaB substrate. Insulin-degrading enzyme (Homo sapiens), P14735. actives 0.41% (n = 320,000). inhibition, % at 5.59 µM. FAbetaB cleavage;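 active = percent inhibition above the average of all tested compounds plus 3 SD, set per screening campaign, cut at about 16% in these data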;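 also: IDE supplied by intact live HEK cells; FP after avidin binding of uncleaved biotin substrate so inhibition keeps polarization high; 0% = DMSO wells and 100% = 60 µM reference IDE inhibitor Ii1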
HCV NS3 hel inh: inhibitors of HCV NS3 helicase, primary screen, biochemical, Cy5 molecular beacon fluorescence. Hepatitis C virus NS3 helicase. NS3 helicase DNA unwinding. inhibition, % at 10.9 µM. actives 0.56% (n = 290,000). AID 1800, 2009;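 active = inhibition above the mean of all tested compounds plus 3 SD, set per campaign, cut at about 35% in these data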;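 also: 0% = DMSO wells and 100% = thioflavine S control wells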
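System: HCV NS3 helicase fragment; control set: DMSO and thioflavine S; technique: Cy5 fluorescence at 0 and 60 min, beacon hairpin quenching; reagent: beacon DNA duplex substrate plus ATP; replicates: singlicate; schedule: 1 h reaction at 25 °C, ATP-initiated; medium: MOPS buffer pH 6.5 with MgCl2, DTT, Tween20, BSA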
SUMO HTRF inh: inhibitors of in vitro SUMOylation cascade, primary screen, biochemical, HTRF, uHTS; SUMO-conjugating enzyme UBC9 (Homo sapiens), P63279; HTRF SUMOylation assay, SAE1/SAE2 + UBC9; inhibition, % at 35 µM; actives 0.36% (n = 290,000); in the data active = inhibition above about 50%, passing the limit was not always enough; also: strong numbers were not always called active
Target sequence (P63279 whole entry, looked up): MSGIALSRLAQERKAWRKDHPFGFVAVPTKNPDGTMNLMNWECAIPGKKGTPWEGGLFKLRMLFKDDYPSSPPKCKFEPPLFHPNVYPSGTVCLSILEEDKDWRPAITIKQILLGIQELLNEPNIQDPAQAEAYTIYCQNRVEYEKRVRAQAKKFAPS
* = called active by the depositor; x = not tested or not shown.

[1] Brc1ccc(-c2nnc(-c3ccccc3)o2)o1
[2] CCNc1nc2cccnc2s1
[3] O=[N+]([O-])c1ccc(NCc2ccc3c(c2)OCO3)cc1
[4] Cc1nc2ccccc2c(=O)n1NC(=O)c1ccc(C(C)(C)C)cc1
[5] CCN1CCN(c2ccc(S(=O)(=O)N3CCCCC3)cc2N)CC1
[6] CC(=O)Nc1ccc(S(=O)(=O)Nc2nc3ccccc3nc2Nc2ccc(C(=O)O)c(O)c2)cc1
[7] COc1cc2c(cc1/C=C/C(=O)O)OC(C)C2 (stereo unspecified)
[8] O=C(CSc1ccc(-c2cccnc2)nn1)Nc1ccc(F)cc1

assay / compound,1,2,3,4,5,6,7,8
CRFR2-BP antag,-2,8,4,-3,-3,-13,1,-4
VIM-2 inh,-2.3,-3.1,-1.5,-0.1,x,x,3.7,-3.1
GalR3 antagonist,-4,-1,-2,6,-6,-7,-5,-3
p-CIP stab down,-8,5,-10,3,x,x,4,-12
IMP-1 inh,-1.9,-2.5,-2.8,-2.3,x,x,9.2*,-2.7
IDE act,-2,8,4,3,-2,5,5,0
IDE cell inh,4,5,-3,4,4,1,11,0
HCV NS3 hel inh,0,8,-3,4,x,x,2,4
SUMO HTRF inh,-13,1,-3,-11,x,x,55*,5

[9] O=C(OC1CCOC1=O)c1ccc2ncsc2c1 (stereo unspecified)
[10] Cc1ccc(C(=O)N2CCN=C2SCc2ccc([N+](=O)[O-])cc2)cc1C
[11] O=C(c1ccc(Cl)c(S(=O)(=O)Nc2ccccc2C(=O)N2CCc3ccccc3C2)c1)N1CCc2ccccc2C1
[12] COc1ccc(/C=C/C(=O)NCCOc2ccccc2OC)cc1
[13] COc1ccccc1S(=O)(=O)CC(O)COc1ccc(C#N)cc1 (stereo unspecified)
[14] CCOC(=O)c1cc(-c2ccc(Cl)s2)[nH]n1
[15] NC(=O)NC(=O)CN1C(=O)NC2(CCOc3ccccc32)C1=O (stereo unspecified)
[16] CC(C)CCNC(=S)Nc1ccc(F)cc1

assay / compound,9,10,11,12,13,14,15,16
CRFR2-BP antag,10,-12,54*,3,4,-20,2,-3
VIM-2 inh,-2.7,-2.9,-5.2,-3.1,-5.7,0.4,-3.4,-1.5
GalR3 antagonist,-1,-1,-10,-6,-6,-3,-7,-3
p-CIP stab down,3,1,3,-1,8,1,-7,x
IMP-1 inh,-2.2,-3.2,-2.9,-1.1,-5.1,-1.7,-4.5,-2.2
IDE act,3,-1,6,-4,-1,6,3,4
IDE cell inh,0,4,4,-5,5,1,2,-2
HCV NS3 hel inh,4,-11,10,-3,6,-3,0,3
SUMO HTRF inh,4,-8,30,11,2,1,5,x

[17] COc1ccc2nc(SCC(=O)NCCc3ccccc3)[nH]c2c1
[18] CC(C)CNC(=O)C1CCCN1S(=O)(=O)c1ccc(Cl)cc1 (stereo unspecified)
[19] CC(C)(C)c1ccc(C(=O)NCC(=O)N/N=C/c2cccnc2)cc1
[20] Cc1ccc(N2C(=O)c3ccc(C(=O)N4CCN(c5cccc(C)c5C)CC4)cc3C2=O)cc1
[21] COC(=O)[C@]1(Cc2ccccc2)N[C@H](CN(C)S(=O)(=O)c2ccc(C(F)(F)F)cc2)[C@@H]2C(=O)N(Cc3ccccc3)C(=O)[C@@H]21
[22] COc1ccc(N2CCN(C(=O)CNC(=O)c3ccc4ccccc4c3)CC2)cc1
[23] COCCNC(=O)C1(C)Oc2ccccc2NC1=O (stereo unspecified)
[24] CCOC(=O)C1=C(COC(=O)/C=C/c2cccc(F)c2)NC(=O)NC1C (stereo unspecified)

assay / compound,17,18,19,20,21,22,23,24
CRFR2-BP antag,-8,-9,-10,-13,-2,1,-4,-16
VIM-2 inh,-0.8,-0.5,-0.3,-4.9,x,x,-3.0,x
GalR3 antagonist,0,-6,-8,-2,-7,-6,6,-6
p-CIP stab down,-2,-10,6,-4,x,x,-4,x
IMP-1 inh,-2.8,-2.2,-2.7,-3.3,x,x,-4.0,x
IDE act,6,3,5,-9,2,2,-2,1
IDE cell inh,3,5,-7,-3,-2,-1,-7,2
HCV NS3 hel inh,-13,7,4,8,x,x,-7,x
SUMO HTRF inh,13,7,7,-10,x,x,3,x

[25] COc1cc(C(=O)OC(C)CN2CCN(C)CC2)cc(OC)c1OC (stereo unspecified)
[26] COc1ccc(C(=O)NCC(=O)OCC(=O)N(C)c2ccccc2)cc1
[27] COc1ccc(NS(=O)(=O)c2c(C)[nH]c(=O)[nH]c2=O)cc1OC
[28] COc1cccc2c3c(c(C)nc12)CCN3c1ccccc1
[29] CC(=O)c1cccc(NC(=O)C2CCCN(S(=O)(=O)c3cccc4nonc34)C2)c1 (stereo unspecified)
[30] O=C(NC1CC1)C1CCN(C2CCN(C(=O)CC3=CCCCC3)CC2)CC1
[31] Cc1ccc(S(=O)(=O)Nc2cc(=O)[nH]c(SCC(=O)Nc3ccccc3C(F)(F)F)n2)cc1
[32] O=C1NC(c2cccs2)Nc2sc3c(c21)CCCC3 (stereo unspecified)

assay / compound,25,26,27,28,29,30,31,32
CRFR2-BP antag,12,4,0,2,-2,-13,8,-1
VIM-2 inh,5.7,-2.9,-4.1,11*,-0.2,-1.4,0.7,-3.5
GalR3 antagonist,2,-1,-1,-11,-6,1,-4,3
p-CIP stab down,-6,-10,3,-9,-10,-12,6,-6
IMP-1 inh,-3.1,-2.5,-1.7,-2.0,-0.2,-2.9,-0.6,1.9
IDE act,8,8,-1,-5,-1,-4,4,-2
IDE cell inh,1,0,-1,6,-2,2,1,1
HCV NS3 hel inh,-4,2,8,2,-2,8,2,7
SUMO HTRF inh,20,-1,11,28,4,-5,-14,30

[33] NC(=O)C1CCCN1 (stereo unspecified)
[34] O=S(=O)(Cc1ccc(Cl)cc1)CC(O)COCc1ccccc1 (stereo unspecified)
[35] CCCCCCCCCCCCC(NC(C)=O)(C(=O)OCC)C(=O)OCC
[36] CC(C)CC(=O)Nc1ncc([N+](=O)[O-])s1
[37] Cc1nc2ncnn2c(N2CCC(C(=O)NCC3CCCO3)CC2)c1Cc1ccccc1 (stereo unspecified)
[38] CCOC(=O)c1c(NC(=O)c2cc(C(C)C)on2)sc(C(C)=O)c1C
[39] CCO[C@@H]1OC(C(=O)O)=C[C@H](C2CC2)[C@H]1CCCO
[40] CCCCN(C(=O)CCC(=O)O)C1CC(=O)N(c2ccc(OCCC)cc2)C1=O (stereo unspecified)

assay / compound,33,34,35,36,37,38,39,40
CRFR2-BP antag,0,-1,7,-17,11,-4,7,21
VIM-2 inh,-1.6,-1.5,-0.2,-1.0,0.0,-0.6,0.5,-4.1
GalR3 antagonist,-4,2,-3,0,x,-3,-2,2
p-CIP stab down,12,-2,7,-10,x,-7,-12,1
IMP-1 inh,-1.4,-1.1,-1.4,-0.4,-1.8,-1.8,-0.8,-3.6
IDE act,-1,4,4,-2,4,4,-4,-4
IDE cell inh,-7,-2,1,-6,-1,1,1,-2
HCV NS3 hel inh,-8,17,-17,2,10,12,4,0
SUMO HTRF inh,13,4,-11,6,x,21,20,-1

Already shown: eight of the compounds above.
[1] Brc1ccc(-c2nnc(-c3ccccc3)o2)o1
[2] CCNc1nc2cccnc2s1
[3] O=[N+]([O-])c1ccc(NCc2ccc3c(c2)OCO3)cc1
[4] Cc1nc2ccccc2c(=O)n1NC(=O)c1ccc(C(C)(C)C)cc1
[5] CCN1CCN(c2ccc(S(=O)(=O)N3CCCCC3)cc2N)CC1
[6] CC(=O)Nc1ccc(S(=O)(=O)Nc2nc3ccccc3nc2Nc2ccc(C(=O)O)c(O)c2)cc1
[7] COc1cc2c(cc1/C=C/C(=O)O)OC(C)C2 (stereo unspecified)
[8] O=C(CSc1ccc(-c2cccnc2)nn1)Nc1ccc(F)cc1

assay / compound,1,2,3,4,5,6,7,8
CRFR2-BP antag,-2,8,4,-3,-3,-13,1,-4
VIM-2 inh,-2.3,-3.1,-1.5,-0.1,x,x,3.7,-3.1
GalR3 antagonist,-4,-1,-2,6,-6,-7,-5,-3
p-CIP stab down,-8,5,-10,3,x,x,4,-12
IMP-1 inh,-1.9,-2.5,-2.8,-2.3,x,x,9.2*,-2.7
IDE act,-2,8,4,3,-2,5,5,0
IDE cell inh,4,5,-3,4,4,1,11,0
HCV NS3 hel inh,0,8,-3,4,x,x,2,4
SUMO HTRF inh,-13,1,-3,-11,x,x,55*,5

(listing goes on)
[41] COc1cc(OC)cc(-c2nnc(NC(=O)c3ccc4c(c3)OCCO4)o2)c1
[42] CN(CCO)c1ccc(C(C(=O)c2ccccc2)c2ccc(N(C)CCO)cc2)cc1
[43] CNc1nc(Nc2ccc(Br)cc2)nc(N)c1[N+](=O)[O-]
[44] CCOC(=O)c1c(NC(C)=O)sc2c(OCC(O)CN(CC)CC)c(Br)ccc12 (stereo unspecified)
[45] COc1cccc2cc(-c3csc(CCn4nc(C)cc4C)n3)c(=O)oc12
[46] O=C(CN(Cc1ccccc1)C(=O)CSc1nnc(COc2ccccc2)o1)NC1CCCC1
[47] O=C(Cc1c(F)cccc1Cl)Nc1ccccc1-c1ccccc1
[48] Cn1cccc1-c1cc(C(=O)N/N=C/C=C/c2ccccc2)[nH]n1

assay / compound,41,42,43,44,45,46,47,48
CRFR2-BP antag,-1,-1,-54,-43,18,45,11,-32
VIM-2 inh,-6.0,x,-2.2,9.3*,2.6,-1.9,-3.7,-4.4
GalR3 antagonist,1,-3,-7,-2,0,3,-7,-5
p-CIP stab down,-5,x,13,5,0,5,-7,0
IMP-1 inh,-3.4,x,-2.2,-2.5,-1.8,-1.3,-3.4,-4.8
IDE act,4,3,7,4,2,3,5,5
IDE cell inh,-10,7,-2,2,6,1,2,-5
HCV NS3 hel inh,10,x,-46,-64,-5,-5,-6,10
SUMO HTRF inh,10,x,13,1,27,-27,0,2

[49] CCN(CCNC(=O)C1CCCN(S(=O)(=O)CC)C1)c1ccccc1 (stereo unspecified)
[50] O=C1c2cccnc2C(O)N1Cc1ccc(F)cc1 (stereo unspecified)
[51] COc1ccc(O)c(/C=N/NC(=O)CCC(=O)Nc2ccc(C)cc2)c1
[52] CCOCC(=O)Nc1cc(C(=O)NCCc2ccccc2)ccc1Cl

assay / compound,49,50,51,52
CRFR2-BP antag,1,-14,-5,21
VIM-2 inh,-1.8,2.0,-0.5,0.4
GalR3 antagonist,0,0,-9,-4
p-CIP stab down,-49,-8,0,5
IMP-1 inh,-1.8,-3.1,-2.0,-0.6
IDE act,2,7,4,3
IDE cell inh,-1,2,-3,-1
HCV NS3 hel inh,-14,-5,-28,3
SUMO HTRF inh,23,7,29,1
